Screening results (PubChem)
MBNL1 CUG block = qHTS Assay for Inhibitors of MBNL1-poly(CUG) RNA binding; TR-FRET MBNL1-His/biotin-(CUG)12 binding, 665/545 ratio; Potency, µM (doses to about 57.5 µM), inactives show at the highest dose activity change, negative = inhibition, usual class: inhibitors; hit rate 0.036% among 280,000; AID 2675, 2010; active means well fitted inhibition curve with a large enough effect in the signal ratio, with a control signal flat, not every such curve was filed as active; inconclusive means small, poorly fitted or top-dose-only effect, or effect the other way, or a change in a side signal; inactive means no such curve, though single readings can be large or run the other way; the % refers to the signal ratio; further: on the % scale 0 is the no-effect control and ±100 the full control effect
Target sequence (Q9NR56 whole entry, looked up): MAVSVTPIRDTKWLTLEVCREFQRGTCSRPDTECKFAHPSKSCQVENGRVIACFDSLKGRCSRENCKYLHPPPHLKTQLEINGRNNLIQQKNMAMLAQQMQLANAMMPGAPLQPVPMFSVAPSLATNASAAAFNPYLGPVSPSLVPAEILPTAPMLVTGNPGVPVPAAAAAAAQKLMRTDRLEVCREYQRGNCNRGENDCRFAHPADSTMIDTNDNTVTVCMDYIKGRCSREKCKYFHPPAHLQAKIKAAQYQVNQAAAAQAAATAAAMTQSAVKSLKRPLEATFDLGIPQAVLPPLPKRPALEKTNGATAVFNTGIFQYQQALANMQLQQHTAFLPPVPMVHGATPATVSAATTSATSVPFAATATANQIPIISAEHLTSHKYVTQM
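TR-FRET between His-tagged MBNL1 and biotin-(CUG)12 RNA, detected with Tb anti-His antibody (0.055 ng/ul) and streptavidin-XL665 (5 nM), 60 min at room temperature. Compounds titrated 92 nM to 58 uM; 665/545 nm ratio normalized to buffer and complex controls.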
FLuc counter = qHTS profiling assay for firefly luciferase inhibitor/activator using purifed enzyme and Km concentrations of substrates (counterscreen for miR-21 project); purified FLuc, Km substrates, luminescence inhibition; hit rate 6.9% among 360,000; Potency, µM (series often up to 57.5 µM), without a hit: at the highest dose activity change, negative = inhibition, hits mostly inhibitors; AID 588342, 2011; Luciferin 4-monooxygenase (Photinus pyralis), P08659;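 further: plate controls were vehicle for no effect and reference inhibitor for full effect; nearly all actives have a fitted effect of over 55% in size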
Target sequence (P08659 whole entry, looked up): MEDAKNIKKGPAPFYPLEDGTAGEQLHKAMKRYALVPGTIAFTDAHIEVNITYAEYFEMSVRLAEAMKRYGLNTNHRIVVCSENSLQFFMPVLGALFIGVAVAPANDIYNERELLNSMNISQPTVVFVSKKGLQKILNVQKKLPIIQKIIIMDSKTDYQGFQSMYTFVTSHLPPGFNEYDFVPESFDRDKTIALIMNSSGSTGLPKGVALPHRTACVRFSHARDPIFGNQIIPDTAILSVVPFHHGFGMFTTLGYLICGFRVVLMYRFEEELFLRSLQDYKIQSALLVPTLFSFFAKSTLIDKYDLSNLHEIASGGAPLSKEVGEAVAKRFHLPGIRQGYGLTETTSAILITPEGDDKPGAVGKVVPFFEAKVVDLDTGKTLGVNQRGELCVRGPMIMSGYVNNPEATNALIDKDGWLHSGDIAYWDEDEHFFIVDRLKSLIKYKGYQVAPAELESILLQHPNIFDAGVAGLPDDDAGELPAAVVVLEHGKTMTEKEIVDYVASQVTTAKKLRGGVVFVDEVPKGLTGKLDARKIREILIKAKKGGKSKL
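Purified P. pyralis luciferase (10nM final) with 10uM D-luciferin and 10uM ATP (Km levels) in 50mM Tris acetate pH 7.5, 10mM Mg acetate, 0.01% Tween-20, 0.05% BSA; qHTS 6-point titration, ~60 µM downward; luminescence read.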
p53 reactivation = qHTS assay for re-activators of p53 using a Luc reporter; hit rate 0.063% among 320,000; H1299 p53-A138V BP100-luciferase reporter, luminescence, 24 h; AID 504706, 2011; Potency, µM (series often up to 92.2 µM), without a hit: at the highest dose activity change, positive = activation, usual class: activators; further: % of control where 0% means no effect; nearly all actives have a fitted effect of over 45% in size
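p53-null H1299 cells stably carrying temperature-sensitive p53-A138V and a BP100-luciferase reporter were pinned with compounds (4-point, 1:5 series) and held 24 hrs at 37 deg C. Luminescence was read 10 min after detection reagent.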
BRCA1 expr up = qHTS Assay to Identify Small Molecule Activators of BRCA1 Expression; Potency, µM (top dose mostly 46.1 µM), without a hit: at the highest dose activation, actives largely listed as activators; AID 624202, 2012; MCF7-BRCA1-FFLuc reporter, luminescence, 48 h; response scale: scaled: vehicle 0%, 10 µM genistein 100%; hit rate 1.1% among 380,000; further: nearly all actives have a fitted effect of over 80% in size; some results filed as inactive show a strong effect at the top dose
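Activators of BRCA1 expression were detected as increased firefly luciferase luminescence in engineered MCF7 cells after 48 h compound incubation. Signals were scaled to genistein 10 microM as full activation.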
NPC1 prom act = qHTS Assay for NPC1 Promoter Activators | Huh7 NPC1 promoter luciferase reporter, 24 h | Potency, µM (top dose mostly 9.22 µM), for the others: at the highest dose activation, actives largely listed as activators | hit rate 2.4% among 320,000;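 further: % of control where 0% means no effect; nearly all actives have a fitted effect of over 60% in size; reporter is driven by a mutant NPC1 promoter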
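Quantitative HTS used a cell-based reporter: Huh7 cells stably bearing the NPC1 promoter upstream of luciferase were treated with compounds for 24 h, and promoter activation was read as luminescence.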
RORgamma inh = qHTS for inhibitors of ROR gamma transcriptional activity | Nuclear receptor ROR-gamma (Mus musculus), P51450 | Drosophila S2 Gal4-RORgamma UAS-luciferase reporter, 20 h | Potency, µM (top dose mostly 53.6 µM), for inactives: at the top dose activity change, negative = inhibition, usual class: inhibitors | hit rate 5.4% among 310,000 | AID 2551, 2010; further: on the % scale 0 is the no-effect control and ±100 the full control effect; nearly all actives have a fitted effect of over 60% in size
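Stable Schneider cell line, Gal4 DNA-binding domain fused to ROR gamma, UAS-luciferase. Cmpd 1 hr RT → CuSO4 700 uM final → 20 hr RT → luciferase reagent 10 min → luminescence.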
ELG1 genotoxic = qHTS screen for small molecules that induce genotoxicity in human embryonic kidney (HEK293T) cells expressing luciferase-tagged ELG1; HEK293T ELG1-luciferase reporter, luminescence, 16 h; Potency, µM (titrated, usually from 46 µM), for the others: at the highest dose activity change, positive = activation, usual class: activators; hit rate 1.3% among 330,000; further: % of control where 0% means no effect; nearly all actives have a fitted effect of over 60% in size
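Genotoxic stress is detected as increased luminescence from luciferase-tagged ELG1 in HEK293T cells, measured with ONE-Glo after a 16 hr treatment at 37 °C.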
Rab9 prom act = qHTS Assay for Rab9 Promoter Activators | Huh7 Rab9 promoter-luciferase reporter, luminescence, 24 h | Potency, µM (highest dose often 9.22 µM), inactives show top-dose activation, negative = inhibition, usual class: activators | hit rate 2.8% among 320,000 | AID 485297, 2010; further: % of control where 0% means no effect; nearly all actives have a fitted effect of over 60% in size
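Huh7 cells stably carrying a Rab9 promoter-luciferase reporter, 1500 cells per well in OP-MEM I with 10% FBS, treated with compound 24 hours at 37C. Luciferase activity read by luminescence after 10 minutes with Amplite reagent.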
Gal4-VP16 FLuc = VP16 counterscreen qHTS for inhibitors of ROR gamma transcriptional activity | Drosophila S2 Gal4-VP16 UAS-luciferase, luminescence, 20 h | Potency, µM (series often up to 53.6 µM), inactives show top-dose activity, negative = inhibition, hits mostly inhibitors | hit rate 3.5% among 310,000 | AID 2546, 2010;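 further: Gal4-VP16 expression switched on by copper sulfate through the metallothionein promoter; on the % scale 0 is the no-effect control and ±100 the full control effect; nearly all actives have a fitted effect of over 50% in size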
uPA generation = qHTS for Inhibitors of Cell Surface uPA Generation; cell surface uPA generation assay, qHTS; Potency, µM (highest dose often 38.3 µM), inactives show at the top dose activity change, negative = inhibition, actives largely listed as inhibitors; hit rate 0.31% among 330,000; active means well fitted inhibition curve with a large enough effect; inconclusive means small, poorly fitted or top-dose-only effect; inactive means no such curve, though single readings can be large or run the other way; tested in mouse RAW 264.7 cells; further: on the % scale 0 is the no-effect control and ±100 the full control effect; nearly all actives have a fitted effect of over 55% in size
The depositor's hits bear a star; ? = inconclusive; . = not tested or not shown; & = joins results of further samples; [ ] = another dose, or the depositor's remark. Unless noted, the call rests on the fitted dose curve; in most records, active means well fitted curve in the direction sought with a large enough effect; inconclusive means small, poorly fitted or top-dose-only effect, or another doubt; inactive means no such curve, though single readings can be large; an effect the other way counts as inactive or inconclusive. Potency means the concentration at half of the fitted maximal effect.

entry	smiles	MBNL1 CUG block	p53 reactivation	NPC1 prom act	uPA generation	Gal4-VP16 FLuc	FLuc counter	RORgamma inh	BRCA1 expr up	Rab9 prom act	ELG1 genotoxic
1	CCCCn1c(-c2csc(CCC)c2)n[nH]c1=S	-8%	-8%	-1%	-2%	1%	?	36%	-2%	0%	0%
2	CC(C)[C@@]1(c2ccccc2)ON(c2ccccc2C(F)(F)F)C1=O	.	16%	-2%	.	.	3%	.	.	3%	-3%
3	Cc1ccc([N+](=O)[O-])cc1N(CC(=O)Nc1ccc(S(=O)(=O)Nc2cccc(C(F)(F)F)c2)cc1)S(C)(=O)=O	-7%	-3%	-1%	-3%	?	6%	-35%	-95%[inhibitor]	-3%	-4%
4	Cc1cccc(NC(=O)C2Cc3ccccc3CN2C(=O)OCc2ccccc2)c1C (stereo not drawn)	.	-6%	-6%	-2%	-13%	-2%	33%[10 µM]	-39%	8%	-4%
5	CCOc1ccc(CCNC(=O)c2cc(-c3ccccc3)c(N3CCOCC3)s2)cc1OCC	0%	-2%	3%	-6%	-5%	1%	3%	-2%	2%	-9%
6	CCOc1ccccc1-c1nc(-c2ccc(NC(=O)Cc3ccc(OC)cc3)cc2)no1	8%	-2%	-2%	-1%	?	-2%	?	-14%	-7%	14%
7	CCN1CCN(C2=C(NS(=O)(=O)c3ccc(Br)cc3)C(=O)c3ccccc3C2=O)CC1	?	12%	-8%	?	?	-12%	?	-57%	5%	-5%
8	CON(C)S(=O)(=O)c1cccc(C(=O)NC2CCSc3ccccc32)c1 (stereo not drawn)	1%	8%	1%	-3%	3%	-6%	?	-2%	-1%	-2%
9	NCCCCN	.	.	1%[46.1 µM]	.	5%	.	1%	.	-5%[46.1 µM]	.
10	COc1ccc(OC)c(S(=O)(=O)Nc2cccc(F)c2)c1	-11%	-2%	-1%	.	-13%	-1%	-3%	-11%	-1%	-3%
11	CCOc1cc(C(=S)N2CCOCC2)ccc1OC(=O)/C=C/c1ccc(OC)c(OC)c1	5%	-8%	0%	-2%	2%	-7%	?	8%	6%	-4%
12	CCOc1ccc(OCCSc2ccc(S(=O)(=O)N3CCN(C)CC3)cn2)cc1	.	-4%	-1%	-27%	.	-14%	.	-9%	-3%	-4%
13	Cn1c(=O)c2c(nc(CN3CCN(C(=O)c4ccco4)CC3)n2CCCc2ccccc2)n(C)c1=O	-5%	-3%	-5%	8%	-4%	-2%	36%	-9%	-1%	7%
14	COc1ccc(NC(=O)COC(=O)CCNS(=O)(=O)c2ccccc2)cc1OC	0%	1%	-2%	-1%	-14%	3%	-4%	0%	2%	0%
15	CC(C)CCNC(=O)CCc1nnc2n(CCCOC(C)C)c(=O)c3ccccc3n12	-4%	-2%	-2%	5%	12%	-1%	14%	-10%	-8%	-4%
16	Oc1ccc2ccccc2c1C=NCc1cn2ccsc2n1	?	-1%	-3%	-4%	13µM*	19µM*	?	1%	-3%	2%
17	CCCNC(=O)c1cn(CC)c2cc(N3CCN(C(=O)c4ccco4)CC3)c(F)cc2c1=O	-3%	-5%	4%	6%	1%	0%	26%	0%	6%	-10%
18	CCc1nc2c(sc3nc4c(cc32)COC(C)(C)C4)c(=O)n1Cc1ccco1	-8%	?	0%	-5%	-9%	?	-1%	-20%	0%	-6%
19	COc1cc(NC(=O)C2=C(N3CCOCC3)/C(=C\c3ccc(N(C)C)cc3)CCC2)cc(OC)c1OC	.	?	-19%	-10%	7%	-6%	?	-58%	-26%	-1%
20	Cc1cccc2c1-c1sc(C(=O)N3CCCCC3)cc1CO2	12%	.	3.5µM*	?	?	13µM*	10µM*	6.3µM*	4µM*	?
21	CCCc1nc(NCCCOCC)c2nnn(Cc3ccccc3)c2n1	-3%	.	0%	-1%	0%	0%	?	-21%	-1%	-2%
22	CCCc1nc2nc(C)c(NS(=O)(=O)c3ccc(F)cc3)c(=O)n2[nH]1	0%	0%	1%	0%	-6%	-2%&-2%	-19%	-4%	1%	-5%
23	Cc1cc(C2(c3ccc(O)c(C)c3)OC(=O)c3ccccc32)ccc1O	-29%	-8%	-4%	5%	-1%	4%	9%	18%	-9%	2%
24	COc1ccc(-c2c(C)oc3c(CN4CCCCC4C)c(O)ccc3c2=O)cc1 (stereo not drawn)	-6%	3%	-3%	-6%	0%	-3%	0%	-29%	6%	-2%
25	Cc1cc(NC(=O)c2ccc(NC(=O)C3CC3)cc2)no1	2%	8%	19%	2%	-7%	-21%	6%	57%	18%	12%
26	CCCN(CCC)CCCOC(=O)c1ccc(Cl)cc1Cl	-5%	1%	-1%	1%	3%	1%	6%	-31%	-5%	3%
27	NC(=O)c1c(NC(=O)Cn2nc(C(=O)O)c3ccccc3c2=O)sc2c1CCCC2	14%	4%	-1%	7%	1%	0%	?	2%	-1%	0%
28	Cc1ccnc(NS(=O)(=O)c2ccc(NC(=O)c3cc(=O)c4ccccc4o3)cc2)n1	?	-4%	-3%	4%	1%	-2%	-26%	-1%	6%	4%
29	CCN(CC)c1ccc(/C=N/NC(=O)c2nnn(-c3nonc3N)c2-c2ccc(C)cc2)cc1	22%	0%	-2%	2%	?	0%	13µM*	-40%	-3%	0%
30	O=S(=O)(Nc1ncccn1)c1ccc(NC(=S)NCCc2ccc(Cl)cc2)cc1	-7%	3%	-9%	-1%	-14%	?	7%	-26%	-5%	-1%
31	COc1ccc(C(C(=O)NCC2CCCO2)N(C(=O)CNC(=O)c2ccco2)c2cc(C)ccc2C)cc1OC (stereo not drawn)	-2%	-1%	-1%	11%	-2%	1%	-32%	-12%	-1%	-1%
32	CCOc1ccc(S(=O)(=O)n2nc(C)cc2C)cc1	3%	.	-1%	-2%	0%	1%	1%	9%	8%	-4%
33	COc1ccccc1NCC(=O)NC(=O)NC1CCCCC1	.	-1%	.	5%	.	.	.	-15%	.	0%
34	O=C(c1cc2cc(Br)ccc2o1)N1CCCC1	-2%	15%	?	-24%	2%	?	23%	?	?	?
35	Cc1ccc2cc(CN(C(=O)c3cccnc3)C(C)C)c(=O)[nH]c2c1	-5%	-3%	2%	.	-4%	-16%	6%	-41%	-4%	-8%
36	Cn1c(=O)n(Cc2ccccc2)c(=O)c2c1nc1n2CCN1Cc1ccco1	-5%	0%	-5%	2%	8%[10 µM]	-2%	?	-27%	0%	9%
37	CC(C)c1ccccc1OCC(=O)N1CCCCCCC1	7%	12%	-4%	8%	-10%	2%	4%	-10%	0%	-6%
38	O=C(Cn1cccc1C(=O)c1ccccc1)NCCN1CCCCCC1	2%	4%	2%	4%	0%	0%	2%	-18%	5%	3%
39	Cc1ccc(-n2c(C)cc(C(=S)N3CCOCC3)c2C)cc1C	-5%	4%	-1%	-1%	-28%	-3%	14µM*	-3%	-3%	-11%
40	Cc1ccc2[nH]c(CCN(C)C)c(CC#N)c2c1	10%	-29%	0%	.	.	6%	34%[0.365 µM]	-29%	-4%	1%
41	Cc1ccc(NC(=O)C2CCCN2S(=O)(=O)c2ccc3c(c2)n(C)c(=O)c(=O)n3C)cc1 (stereo not drawn)	-9%	-6%	-5%	-3%	0%	-2%&-3%	2%	-31%	-4%	1%
